TbPYK inhibitor – inhibitors of Trypanosoma brucei pyruvate kinase | Q57TT1 | TbPYK enzyme, Kinase-Glo Plus ATP luminescence, 45 min | Potency, µM (titrated, usually from 76.8 µM), inactives show top-dose activity, negative = inhibition, usual class: inhibitors | actives 0.12% (n = 410,000) | AID 624173; also: potency is read from the fitted curve at half-maximal effect; % is scaled to controls: 0 for no effect and ±100 for the full control effect; nearly all actives have a fitted effect of over 50% in size
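Assay buffer: 50 mM TEA pH 7.2, 100 mM KCl, 10 mM MgCl2, 0.05% BSA, 0.01% Tween-20. Pyruvate kinase from T. brucei plus substrate met compound, then ADP (130 uM final). Luminescence was read post 45 min RT.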
CHX counter – counter-screen hit for Shiga toxin inhibitors, cycloheximide | cell reporter, cycloheximide protein synthesis inhibition counterscreen | actives 12% (n = 300,000) | max response, %; in the data active = max response mostly above about 13%, no sharp cut-off; inactive = mostly below about 14%; also: read at 38.3 µM for the half of the compounds with a filed dose; 0% is about no effect
Pf growth 48h – inhibits P. falciparum growth in the first generation, 48 h; P. falciparum luciferase growth in erythrocytes, 48 h; Potency, µM (top dose mostly 28.7 µM), for inactives: top-dose activity change, negative = inhibition, usual class: inhibitors; actives 5.9% (n = 310,000); AID 504832; also: potency is read from the fitted curve at half-maximal effect; % is scaled to controls: 0 for no effect and ±100 for the full control effect
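First compound was added to culture medium, then infected red cells at 0.1% parasitemia and 2% hematocrit (final). After incubation at 37 C under 5% CO2, luciferase detection reagent was dispensed and light output recorded.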
Shiga inhibitor – Shiga toxin inhibition. Vero cells, Shiga toxin protein synthesis inhibition reporter. inhibition, % at 38.7 µM. AID 2315. actives 9.2% (n = 290,000); in the data active = inhibition mostly above about 28%, no sharp cut-off; inactive = mostly below about 43%; also: 0% is about no effect
Pf growth 96h – P. falciparum growth inhibition at 96 hour, primary screen for plastid delayed-death inhibitors; P. falciparum luciferase reporter growth, 96 h; actives 6.9% (n = 320,000); AID 504834; Potency, µM (titrated, usually from 28.7 µM), without a hit: at the highest dose activity change, negative = inhibition, actives largely listed as inhibitors; also: potency is read from the fitted curve at half-maximal effect; % is scaled to controls: 0 for no effect and ±100 for the full control effect
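Parasite growth measured via integrated firefly luciferase reporter in P. falciparum. Infected erythrocytes at 2% hematocrit, 0.05% parasitemia final were treated 96 hours at 37 C under 5% CO2, and luminescence was read.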
HCV inhibitor – blocks hepatitis C virus; Huh7.5.1 HCVcc-Cre infection, luciferase reporter, 44 h; Potency, µM (doses to about 41.8 µM), for inactives: at the highest dose activity change, negative = inhibition, most hits filed as inhibitors; actives 3.4% (n = 340,000); also: potency is read from the fitted curve at half-maximal effect; % is scaled to controls: 0 for no effect and ±100 for the full control effect
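Infectious HCVcc-Cre (~0.5 moi) was added to cells just after compound, with cells seeded 4 h earlier at 1,000 per well. Luciferase activity after 44 h culture reported infection; substrate was incubated 15 min at room temperature before reading.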
LmPK inhibitor – blocks Leishmania mexicana pyruvate kinase activity. Q27686. Potency, µM (doses to about 57.5 µM), for the others: at the highest dose activity change, negative = inhibition, most hits filed as inhibitors. actives 0.37% (n = 290,000). purified LmPK, Kinase-Glo ATP luminescence, 1 h; also: potency is read from the fitted curve at half-maximal effect; % is scaled to controls: 0 for no effect and ±100 for the full control effect
Target sequence (Q27686 whole entry, looked up): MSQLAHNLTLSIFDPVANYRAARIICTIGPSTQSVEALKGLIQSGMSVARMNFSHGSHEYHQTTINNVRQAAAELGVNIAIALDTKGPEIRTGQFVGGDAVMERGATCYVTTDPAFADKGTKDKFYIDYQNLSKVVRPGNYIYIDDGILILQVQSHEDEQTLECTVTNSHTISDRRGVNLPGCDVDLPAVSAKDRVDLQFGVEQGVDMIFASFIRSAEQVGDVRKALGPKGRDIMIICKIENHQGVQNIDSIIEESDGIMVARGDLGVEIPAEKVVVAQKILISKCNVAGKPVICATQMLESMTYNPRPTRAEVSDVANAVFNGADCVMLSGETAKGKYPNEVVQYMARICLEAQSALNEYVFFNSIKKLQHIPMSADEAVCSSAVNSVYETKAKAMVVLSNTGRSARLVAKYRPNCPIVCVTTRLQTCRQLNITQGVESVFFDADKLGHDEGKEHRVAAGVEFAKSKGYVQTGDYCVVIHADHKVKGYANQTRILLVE
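Purified LmPK (0.1 nM) converted ADP (0.1 mM) to ATP with PEP (0.5 mM) in imidazole buffer pH 7.2 with KCl and MgCl2, 1 h at room temperature. ATP was read by Kinase-Glo luminescence; data normalized to uninhibited and no-enzyme controls.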
Active calls of the source: *; ? = inconclusive; / = no result given; [ ] = dose if it differs, or a comment. Unless noted, calls follow the shape of the dose curve; as a rule, active = well fitted curve in the direction sought with a large enough effect; inconclusive = small, poorly fitted or top-dose-only effect, or another doubt; inactive = no such curve, though single readings can be large; an effect the other way counts as inactive or inconclusive.

smiles | TbPYK inhibitor | CHX counter | Pf growth 48h | Shiga inhibitor | Pf growth 96h | HCV inhibitor | LmPK inhibitor
Cc1ccccc1C(=O)NC1CCCN(Cc2ccccc2F)C1 (stereo unspecified) | -3% | -3 | -2% | -9 | -8% | 9% | -3%
CCN(CC(=O)NCc1cccs1)C(=O)CCCOc1ccccc1 | -2% | / | 12% | / | -5% | 0% | /
CC(Nc1cc(N2CCCC2)ccc1[N+](=O)[O-])c1ccccc1 (stereo unspecified) | 5% | -3 | 13µM* | 30 | ? | ? | 1%
C=CCNC(=S)NNc1nc2c(c(=O)[nH]1)C1(CCCCC1)Cc1ccccc1-2 | -4% | -4 | 2% | -4 | -19% | -9% | -6%
Cn1c(NC(=O)c2ccccc2C(F)(F)F)cc(=O)n(C)c1=O | -2% | -1 | 6% | -13 | 2% | 10% | 1%
CCn1nc(C)c(CNC(=O)C2CCC(=O)N(CCc3ccc(OC)cc3)C2)c1C (stereo unspecified) | -1% | -4 | 21% | -5 | 1% | 16% | 5%
O=C1C(CCCNC(=S)NCc2ccccc2)NC(=S)N1Cc1ccccc1 (stereo unspecified) | -6% | -3 | -28% | -6 | ? | 4% | 5%
O=C(COC(=O)C1(c2ccc(F)cc2)CCCC1)Nc1ncc(C(F)(F)F)cc1Cl | -3% | -2 | 13% | -6 | 38%[activator] | 0% | 2%
O=C(O)CCc1ccc(S(=O)(=O)N2CCOCC2)cc1 | 1% | -6 | 35%[activator] | -18 | / | 2% | 1%
CCCCC(=O)NC(Nc1sc2c(c1C(N)=O)CCCC2)(C(=O)OCC)C(F)(F)F (stereo unspecified) | -5% | -3 | 0% | -11 | ? | -4% | -5%
CC(=O)NC(Cc1cccc(F)c1)C(=O)NC1CCN(C(=O)c2cccc(C)c2)CC1 (stereo unspecified) | 5% | 1 | -17% | -3 | 141%[activator] | 3% | 2%
CCc1cccc2[nH]c3cc([N+](=O)[O-])ccc3c12 | 0% | -2 | ? | -7 | ? | ? | 5%
CCc1nnc(NC(=O)CN2CCC(O)(c3ccccc3OC)CC2)s1 | -8% | 24 | -23% | 3 | / | 11% | 2%
CCOC(=O)c1ccc(CNC(=O)CSc2nc(NC(=O)c3ccccc3)c3c(C)c(C)oc3n2)cc1 | 4% | -5 | / | -6 | ? | ? | 8%
COc1ccc(-n2c(Cc3cccs3)nnc2SCC(=O)Nc2ccc3c(c2)OCCO3)cc1 | -9% | -1 | 10% | -9 | 35%[activator] | -14% | 9%
C#CCOCCOCCOCCNc1nc(N2CCN(C(=O)[C@H](CCCCN)n3cc(C(N)CO)nn3)CC2)nc(N2CCN(C(=O)[C@H](CCC(=O)O)n3cc(C(N)[C@H](C)CC)nn3)CC2)n1 (stereo partly specified) | / | 2 | 62%[activator] | 33 | 64%[activator] | / | -2%
CCOC(=O)N1CCC(O)(c2cc(C)c(C)cc2C)CC1 | -2% | -2 | ? | -2 | -15% | -10% | 3%
COc1ccc(-c2nc3cc(NC(=O)c4ccc5c(c4)OCO5)ccc3o2)cc1 | -2% | 2 | 55%[activator] | 19 | ? | ? | 1%
O=C(Nc1nccs1)c1ccc(Cl)c(S(=O)(=O)N2CCCCC2)c1 | -5% | 19 | -28% | 45 | 0% | -21% | 5%
O=C(NC1CCCCC1)C(c1ccccc1)N1CCC2(CC1)OCCO2 (stereo unspecified) | 0% | -2 | -13% | -18 | 10% | 6% | -8%
Cc1ccccc1C(=O)Nc1ccc2nc3n(c(=O)c2c1)CCC3 | -2% | 1 | / | -4 | 1% | -12% | 14%
O=C(Nc1ccccc1N1CCCCC1)c1cccc(OC(F)F)c1 | -5% | -1 | 0% | -4 | 0% | ? | 0%
Cc1c(C(=O)Oc2ccc(-c3cnc4ccccc4n3)cc2)cccc1[N+](=O)[O-] | 6% | 37* | 73%[activator] | 95* | 220%[activator] | 12% | -1%
CC1=NNC(=O)C1CCC(=O)N/N=C/C(Br)=C/c1ccccc1 (stereo unspecified) | -1% | 15 | -17% | -2 | ? | 12% | 6%
CC(=O)c1c(C)nc(-c2ccc(Cl)cc2)nc1NC(=O)C(C)C | -2% | 11 | 166%[activator] | 9 | 2% | -11% | 7%
COc1ccc(/C=C/C(=O)Nc2cccc(S(=O)(=O)N3CCCC3)c2)cc1OC | 4% | 6 | 13µM* | 7 | ? | 10µM* | 3%
O=C(c1cccnc1)N1CCCC(Nc2ccc(F)cc2)C1 (stereo unspecified) | -1% | -2 | 3% | 1 | ? | 14% | -1%
CCc1ccc2[nH]c(C)c(CN3CCCCCC3)c(=O)c2c1 | 1% | -3 | 6% | -3 | 17% | -7% | -4%
N#CC1=C(N)SC(N)=C(C#N)C1c1cccc(Oc2ccccc2)c1 | -1% | 4 | ? | -5 | -5% | ? | 1%
N#CC1=C(N)C(C#N)(C#N)C(c2cccnc2)C2COCC=C12 (stereo unspecified) | -3% | -3 | -5% | -16 | / | 24% | -1%
O=C(NCCO)C(=O)NCC(c1ccc2c(c1)OCO2)N1CCN(c2ccc(F)cc2)CC1 (stereo unspecified) | -3% | -1 | 15% | 18 | 4% | 11% | -1%
CCN(CC)c1ccc(S(=O)(=O)N2CCOCC2)cc1NC(=O)CN1C(=O)NC2(CCCC2)C1=O | 9% | -5 | ? | -5 | ? | 2% | -6%
Cc1ccsc1/C=N/NC(=O)c1nnn(-c2nonc2N)c1C | 0% | 12* | 24% | 20 | ? | ? | 6%
O=S(=O)(NCc1nnc2ccccn12)c1ccc(Cl)cc1 | -1% | / | -17% | / | -17% | 0% | /
COc1cccc2cc(C(=O)NCc3ccc(Cl)cc3)c(=N)oc12 | 3% | 7 | ? | 9 | -9% | 4% | -9%
CCc1cc(C(=O)OC)c(NC(=O)CC2SC(=NC)N(C)C2=O)s1 (stereo unspecified) | -2% | -3 | -27% | -2 | 22% | 16µM* | -6%

Molecules shown so far that contain a nitro group on carbon:
smiles | TbPYK inhibitor | CHX counter | Pf growth 48h | Shiga inhibitor | Pf growth 96h | HCV inhibitor | LmPK inhibitor
CC(Nc1cc(N2CCCC2)ccc1[N+](=O)[O-])c1ccccc1 (stereo unspecified) | 5% | -3 | 13µM* | 30 | ? | ? | 1%
CCc1cccc2[nH]c3cc([N+](=O)[O-])ccc3c12 | 0% | -2 | ? | -7 | ? | ? | 5%
Cc1c(C(=O)Oc2ccc(-c3cnc4ccccc4n3)cc2)cccc1[N+](=O)[O-] | 6% | 37* | 73%[activator] | 95* | 220%[activator] | 12% | -1%

Next section.
smiles | TbPYK inhibitor | CHX counter | Pf growth 48h | Shiga inhibitor | Pf growth 96h | HCV inhibitor | LmPK inhibitor
COc1ccc(C(=O)COC(=O)CCCn2c(=O)oc3ccccc32)cc1 | 9% | 1 | 9% | -11 | -2% | -2% | 0%
COc1ccc(CCNC(=O)C(C)OC(=O)c2cccs2)cc1OC (stereo unspecified) | 1% | -3 | 0% | 13 | ? | -16% | -2%
CCOC(=O)c1c(C)[nH]c(C(=O)OCc2ccccc2F)c1C | -9% | 50* | 56%[activator] | 115* | 161%[activator] | ? | -10%
O=C1CC(=Nc2ccccc2)NN1c1ccccc1 | 8% | 14* | ? | -2 | 13µM* | -29% | 2%
Nc1cc(=O)[nH]c(SCC(=O)N2CCC(Cc3ccccc3)CC2)n1 | 3% | / | ? | / | -28% | 14µM* | /
COc1cccc(NC(=O)CN(C)C(=O)CC2Sc3ccccc3NC2=O)c1 (stereo unspecified) | -5% | / | -27% | / | ? | 13% | /
COc1cccc(S(=O)(=O)Nc2cccc(C(=O)N3CCCCCC3)c2)c1 | 4% | -2 | -7% | 0 | -7% | 32%[activator] | 1%
O=C(CSc1nnc(Cc2ccc3c(c2)OCO3)n1C1CCCCC1)NC1CCCC1 | 0% | -4 | ? | -4 | -17% | -10% | 0%
CC(C)(C)c1ccc(S(=O)(=O)O/N=C2/CCCCC2c2ccc([N+](=O)[O-])cc2[N+](=O)[O-])cc1 (stereo unspecified) | -5% | -6 | / | 10 | -4% | -4% | -6%
Cc1c(C(=O)N2CCCCC2)c(S(=O)(=O)N(C)Cc2ccco2)c(C)n1C | 3% | 13 | 22% | -3 | 34%[activator] | 20% | 0%
Cc1ncc(CN2CCCC(C(=O)Nc3ccc(-c4cccc(F)c4)cc3)C2)cn1 (stereo unspecified) | 4% | -2 | ? | -7 | ? | ? | 10%
NNC(=O)CN1C(c2cccc(Cl)c2)=Nc2ccc(Br)cc2C1c1ccccc1 (stereo unspecified) | -2% | -6 | 1.9µM* | -14 | 90%[activator] | 0% | 9%
Cc1ccc2c(CC(=O)Nc3ccc(N4CCN(C)CC4)cc3C)coc2c1 | -1% | 18* | ? | 47 | ? | ? | -3%
Cc1ccc2oc(C(=O)N(C)Cc3ccc(C)o3)c(C)c2c1 | ? | 27* | 14% | 52* | ? | -19% | 5%
COc1ccccc1NC(=O)c1ccc(NS(=O)(=O)c2c(C)noc2C)cc1 | -5% | -1 | ? | 2 | 16% | 14% | 1%
O=C(Cn1c(-c2ccco2)nc2ccccc21)N1CCCCC1 | 12% | 9 | -2% | -8 | 31%[activator] | -11% | 7%
O=C(CSCc1ccc(F)cc1)Nc1ccccc1 | 3% | 30* | -8% | 53* | 44%[activator] | -4% | 4%
O=C(NCc1ccccc1)c1ccc(NC(=O)c2ccco2)cc1 | -7% | -4 | 9% | 6 | 46%[activator] | -5% | -8%
O=C(C[n+]1ccc(C(=O)N/N=C/c2ccc(OCc3ccccc3)cc2)cc1)c1ccccc1 | 4% | 54* | / | 62* | ? | 6% | -4%
Clc1ccc(CO/N=C2\CCCc3nonc32)cc1 | -23% | 27* | 6% | 22 | -10% | 0% | 0%
CC1CCCN(C(c2ccccc2)c2sc3ncnn3c2O)C1 (stereo unspecified) | 6% | -3 | -13% | -7 | -9% | 11% | 6%
O=C(COC(=O)c1cccc(O)c1)Nc1ccc(N2CCOCC2)cc1 | -3% | / | 3% | / | ? | 3% | /
Cc1cc(Nc2cccc(Cl)c2)n2ncnc2n1 | 2% | -2 | -27% | -11 | 1.7µM* | 10% | -1%
COC(=O)C1C(=O)C(C(=O)c2ccc([N+](=O)[O-])cc2)C(=O)CC1(C)C (stereo unspecified) | -8% | 1 | 30% | / | ? | 5% | 8%

Individual results from the entries so far:
`O=C(CSCc1ccc(F)cc1)Nc1ccccc1` in Shiga inhibitor is listed with 53*
`O=C(COC(=O)c1cccc(O)c1)Nc1ccc(N2CCOCC2)cc1` in Pf growth 48h is listed with 3%

Structures shown so far that have a cyano group (two):
smiles | TbPYK inhibitor | CHX counter | Pf growth 48h | Shiga inhibitor | Pf growth 96h | HCV inhibitor | LmPK inhibitor
N#CC1=C(N)SC(N)=C(C#N)C1c1cccc(Oc2ccccc2)c1 | -1% | 4 | ? | -5 | -5% | ? | 1%
N#CC1=C(N)C(C#N)(C#N)C(c2cccnc2)C2COCC=C12 (stereo unspecified) | -3% | -3 | -5% | -16 | / | 24% | -1%

Assay outcomes as filed in PubChem BioAssay.
